Screens from PubChem BioAssay.
ALDH1A1 inh: inhibitors of human aldehyde dehydrogenase 1A1; Purified ALDH1A1, NADH fluorescence, propionaldehyde substrate; AID 1030; P00352; Potency, µM (doses to about 75.3 µM), inactives show at the highest dose activity, negative = inhibition, most hits filed as inhibitors; 220,000 compounds, 7.3% hits; active means well fitted inhibition curve with a large enough effect, not every such curve was filed as active; inconclusive means small, poorly fitted or top-dose-only effect, or another doubt; inactive means no such curve, though single readings can be large or run the other way;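 further: plate controls were no enzyme wells and a reference inhibitor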
Target sequence (P00352 whole entry, looked up): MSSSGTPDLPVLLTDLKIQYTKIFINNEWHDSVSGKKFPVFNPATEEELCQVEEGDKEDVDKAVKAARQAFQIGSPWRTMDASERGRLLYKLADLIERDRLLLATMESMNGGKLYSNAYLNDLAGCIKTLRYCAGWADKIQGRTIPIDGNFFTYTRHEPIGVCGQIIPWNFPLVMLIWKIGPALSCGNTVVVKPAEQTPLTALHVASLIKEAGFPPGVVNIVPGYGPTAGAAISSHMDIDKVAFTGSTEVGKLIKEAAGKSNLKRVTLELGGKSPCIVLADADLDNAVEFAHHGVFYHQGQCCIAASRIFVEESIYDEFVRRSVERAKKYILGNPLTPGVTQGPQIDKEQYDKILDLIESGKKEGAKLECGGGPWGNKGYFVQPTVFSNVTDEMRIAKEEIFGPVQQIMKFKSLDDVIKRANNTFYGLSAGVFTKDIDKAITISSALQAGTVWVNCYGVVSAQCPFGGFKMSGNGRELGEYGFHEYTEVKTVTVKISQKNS
Tau fibril ThT: blocks human tau fibril formation measured by thioflavin T; 270,000 compounds, 2.1% hits; Potency, µM (highest dose often 57.4 µM), without a hit: top-dose activity, negative = inhibition, actives largely listed as inhibitors; recombinant tau K18 P301L, heparin-induced fibrillization, ThT fluorescence; further: on the % scale 0 is the no-effect control and ±100 the full control effect; nearly all actives have a fitted effect of over 55% in size
Target sequence (P10636 561-689 P618L limits assumed): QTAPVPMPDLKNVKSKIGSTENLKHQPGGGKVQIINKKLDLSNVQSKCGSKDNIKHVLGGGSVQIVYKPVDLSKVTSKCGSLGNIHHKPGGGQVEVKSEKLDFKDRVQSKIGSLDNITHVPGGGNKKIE
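Using a mix of unlabeled (15 uM) and Alexa 594-labeled (0.24 uM) tau K18 P301L, heparin-triggered fibrillization over 6 hr at 37 C was scored by ThT fluorescence.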
Tau fluor counter: counter-screen for tau fibril formation inhibitors | Potency, µM (titrated, usually from 57.7 µM), inactives show at the highest dose activity change, negative = decrease | tau K18 P301L Alexa594 fluorescence, heparin fibrillization | 280,000 compounds, 0.93% hits; further: on the % scale 0 is the no-effect control and ±100 the full control effect; nearly all actives have a fitted effect of over 55% in size
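Human K18 P301L tau (15 uM unlabeled plus 0.24 uM Alexa 594-labeled, final) in 100 mM sodium acetate pH 7 was mixed with compound and 20 uM heparin and incubated 6 hr at 37 C.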
SMN2 splice up: increases expression of the SMN2 splice variant | HEK293 SMN2-luciferase splicing reporter, luminescence, 30-36 h | Potency, µM (titrated, usually from 46.1 µM), inactives show at the highest dose activity change, positive = activation, usual class: activators | 210,000 compounds, 2.8% hits; further: % of control where 0% means no effect; nearly all actives have a fitted effect of over 55% in size
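HEK293 cells carry an SMN2 […]–luciferase reporter in which exon 7 inclusion puts luciferase in frame. Cells were plated 10-12 h before compound addition, then incubated 30-36 h at 37C. ONE-Glo luminescence was read; sodium butyrate at 4.5 mM final served as control.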
KDM4E inh: inhibitors of human JMJD2E histone demethylase; AID 2147; JMJD2E catalytic domain, FDH-coupled NADH fluorescence (FDH is formaldehyde dehydrogenase); 230,000 compounds, 1.6% hits; Potency, µM (top dose mostly 57.1 µM), without a hit: top-dose activity change, negative = inhibition, actives largely listed as inhibitors; B2RXH2; active means well fitted inhibition curve with a large enough effect, not every such curve was filed as active; inconclusive means small, poorly fitted or top-dose-only effect, or another doubt; inactive means no such curve, though single readings can be large or run the other way;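 further: 0% = wells with enzyme and -100% = buffer wells without enzyme; nearly all actives have a fitted effect of over 50% in size; many of its hits are not listed in these tables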
Target sequence (B2RXH2 1-337 limits assumed): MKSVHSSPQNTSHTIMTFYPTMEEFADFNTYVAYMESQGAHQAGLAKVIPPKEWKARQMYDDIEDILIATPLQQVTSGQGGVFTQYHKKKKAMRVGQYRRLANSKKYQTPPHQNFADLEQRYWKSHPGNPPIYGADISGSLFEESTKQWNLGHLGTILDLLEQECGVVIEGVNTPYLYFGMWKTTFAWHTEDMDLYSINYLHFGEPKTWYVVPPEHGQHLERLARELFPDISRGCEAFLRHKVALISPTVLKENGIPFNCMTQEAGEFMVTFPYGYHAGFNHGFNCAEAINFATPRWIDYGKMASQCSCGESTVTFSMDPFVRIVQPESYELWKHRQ
HTT ATP protect: protects HTT-Q103 PC12 cells, measured by ATP. 230,000 compounds, 0.14% hits. PC12 HTT-Q103 induced, cytoprotection, ATP luminescence, 40 h. Potency, µM (top dose mostly 56.4 µM), without a hit: cytoprotection (ATP increase), hits mostly activators;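 further: % of control where 0% means no effect; nearly all actives have a fitted effect of over 45% in size; toxic huntingtin expression switched on by the ecdysone agonist tebufenozide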
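Huntington model: PC12 line, ecdysone-inducible HTTQ103 exon1–GFP, tebufenozide 100 nM. Test articles in a dose series. Endpoint luminescence from cellular ATP.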
Tau FP inhib: inhibitors of human tau fibril formation; P10636; 280,000 compounds, 0.39% hits; AID 1468; Potency, µM (titrated, usually from 57.7 µM), without a hit: at the top dose activity, negative = inhibition, usual class: inhibitors; K18 P301L tau heparin fibrillization, Alexa594 FP, 6 h; further: on the % scale 0 is the no-effect control and ±100 the full control effect; nearly all actives have a fitted effect of over 55% in size
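Heparin (20 uM) drove fibril formation of recombinant tau K18 P301L, 15 uM unlabeled with 0.24 uM Alexa 594 label, for 6 hr at 37 C in 100 mM sodium acetate pH 7. Fluorescence polarization (555/632 nm) read 1 hr after 30 uM ThT.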
HTT aggregate: inhibitors of mutant huntingtin aggregate formation in PC12 cells; PC12 HttQ103-GFP aggregates, Acumen cytometry, 40 h; Potency, µM (series often up to 46.1 µM), without a hit: top-dose activity change, negative = inhibition, actives largely listed as inhibitors; 220,000 compounds, 1.1% hits; further: on the % scale 0 is the no-effect control and ±100 the full control effect; nearly all actives have a fitted effect of over 60% in size
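PC12 cells stably carrying ecdysone-inducible HTT exon 1 Q103–GFP were induced with tebufenozide (100 nM final) and treated with library compounds in titration. GFP aggregates in lysates were counted by laser scanning cytometry.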
* marks the source's active call; other numbers are inactive results; ? = inconclusive; . = not tested or not shown; [ ] = dose if it differs, or a comment. Unless noted, the call rests on the fitted dose curve; in most records, active means well fitted curve in the direction sought with a large enough effect; inconclusive means small, poorly fitted or top-dose-only effect, or another doubt; inactive means no such curve, though single readings can be large; an effect the other way counts as inactive or inconclusive. Potency means the concentration at half of the fitted maximal effect.

entry	SMILES	HTT ATP protect	HTT aggregate	SMN2 splice up	ALDH1A1 inh	Tau FP inhib	Tau fibril ThT	Tau fluor counter	KDM4E inh
1	CCN1C(=O)c2cccc3c(S(=O)(=O)N(C(=O)c4cccnc4)c4ccc(OC)cc4)ccc1c23	.	0%	-8%	?	15%	?	-11%	?
2	O=c1nc2s/c(=C\c3ccco3)c(=O)n2nc1Cc1ccc(F)cc1	-5%[0.074 µM]	6%	6%	-14%	?	?	-22%	-8%
3	COCCCNC(=S)N/N=C/c1ccc(N(C)C)cc1	?	-32%	21%	?	8%	?	-20%	?
4	CCN(CC)C(=O)C(C)OC(=O)COc1ccc(Cl)cc1C (stereo not given)	-13%	5%	7%	6%	-3%	-8%	-6%	-1%
5	O=C(CCSc1ccccc1)NC(=O)COC(=O)C1CCCCC1	4%	2%	0%	?	-2%	?	-19%	1%
6	Cc1ccc(-c2cc(NC(=O)CSc3n[nH]c(N)n3)n(-c3ccccc3)n2)cc1	-70%[inhibitor]	-4%[9.22 µM]	6%	-5%	-8%	-11%	?	2%
7	O=[N+]([O-])c1ccc(-c2nnc(CNC3CCCC3)o2)cc1	-35%[inhibitor]	11%	12%	?	11%	?	-9%	-5%
8	CCCOc1ccccc1N/C(N)=N/c1nc(C)cc(C)n1	.	.	-33%[inhibitor]	-2%	-3%	3%	4%	0%
9	CCn1cc(CNC(=O)c2cccc([N+](=O)[O-])c2)cn1	-1%[10 µM]	2%	-4%	25%	4%	6%	13%	1%
10	CCc1cc(C(=O)OC)c(NC(=O)c2cc(Br)cs2)s1	6%	19%	-15%	?	?	-10%	-21%	-5%
11	CCOC(=O)C1=C(N)OC(CCl)=C(C#N)C1c1ccsc1 (stereo not given)	22%[0.074 µM]	1%	13%	7.9µM*	-6%	?	-1%	-1%
12	CC1CCN(C(=O)CSc2nnc(Cc3cc(=O)[nH]c(=O)[nH]3)n2-c2ccc(Cl)cc2)CC1	-10%[10 µM]	-9%	-4%	?	4%	-13%	-9%	-4%
13	CCNC(=O)CN(CCc1ccccc1)S(C)(=O)=O	0%	26%	26%	5%	0%	0%	0%	6%
14	CCC(=O)OCC(=O)C1(OC(=O)CC)C(C)CC2C3CCC4=CC(=O)C=CC4(C)C3(Cl)C(O)CC21C (stereo not given)	-52%[inhibitor]	.	10%	-2%	10%	-10%	-16%	-2%
15	O=C1[C@H]2[C@@H](C(=O)N1c1cccc3ccccc13)C1(C(=O)c3ccccc3C1=O)N1CCC[C@@H]21	-24%	?	-1%	11µM*	-4%	?	-12%	?
16	CCNC(=O)COC(=O)CCC(=O)c1ccc(F)cc1	0%[10 µM]	8%[9.22 µM]	.	.	1%	.	17%	13%
17	CCCCCCOC(=O)c1ccc(NC(=O)c2cc(OC)c(OC)c(OC)c2Br)cc1	-11%	-13%	-12%	-13%	-14%	-18%	-25%	-17%
18	Cc1nn(S(=O)(=O)c2ccccc2)c(C)c1Sc1ccc([N+](=O)[O-])cc1	25%[10 µM]	-15%	-79%[inhibitor]	-1%	-1%	-13%	-27%	-1%
19	Cc1cc(N(C)NC(=S)Nc2ccccc2)nc(C)n1	6%[10 µM]	-13%	-9%	11%	0%	3%	4%	-2%
20	CCOc1ccccc1NC(=O)CCNS(=O)(=O)c1cccc2nonc12	.	.	-1%	.	-2%	-14%	-21%	.
21	COCCN=C1Sc2nc3ccc(C)cc3cc2CN1Cc1cccs1	4%[10 µM]	-10%[9.22 µM]	.	-14%	9%	?	-17%	-28%
22	O=S(=O)(Nc1cccnc1)c1cccc(Cl)c1	11%	-1%	1%	-6%	3%	-12%	0%	0%
23	O=C(CN(c1ccc(Cl)cc1)S(=O)(=O)c1ccccc1)N1CCN(c2ccccc2)CC1	-10%	-19%	1%	-5%	2%	-9%	-21%	-5%
24	O=C(C1CCN(c2ncnc3c2sc2cccc(F)c23)CC1)N1CCCC1	-2%[10 µM]	3%[9.22 µM]	.	.	2%	?	-14%	1%
25	CCN(CC)c1cc(C)c2cc(NC(=O)c3cccc(OC)c3OC)ccc2n1	.	.	-15%	.	14%	?	?	.
26	CCOC(=O)c1cc2c(=O)n3ccccc3nc2n(CCCOC)c1=NC(=O)c1c(-c2c(F)cccc2Cl)noc1C	.	.	1%	.	-3%	1%	-14%	.
27	O=C(O)/C=C/c1nc(-c2ccccc2)n2ccccc12	-22%[10 µM]	-6%	?	-5%	8%	-3%	-10%	1%
28	Clc1ccc2c(c1)[C@H]1OCC[C@H]1[C@@H](c1ccco1)N2	3%[10 µM]	1%	22µM*	?	-12%	?	-28%	?
29	Cc1ccc2c(c1)Oc1ccc(NC(=O)CCl)cc1C(=O)N2	-12%[10 µM]	25µM*	-64%[inhibitor]	11µM*	-7%	-11%	-10%	-2%
30	Cc1nnc(SCC(=O)NNC(=O)c2ccco2)n1-c1cccc(Cl)c1	-11%	-1%	14%	2%	-3%	6%	1%	6%

Remaining list, next part
entry	SMILES	HTT ATP protect	HTT aggregate	SMN2 splice up	ALDH1A1 inh	Tau FP inhib	Tau fibril ThT	Tau fluor counter	KDM4E inh
31	Cc1ccc(C)c(N2CCN(C(=O)COc3cc(=O)n(C)c4ccccc34)CC2)c1	-30%	-14%	-21%	6%	9%	?	-12%	-2%
32	CCCCc1ccc(NC(=O)COc2ccc(C(=O)Nc3ccccc3C)cc2)cc1	-11%[10 µM]	8%	2%	2%	4%	-11%	-1%	18%
33	CCN(CC)C(=O)C(=O)Nc1ccc(F)c(Cl)c1	-20%	-4%[9.22 µM]	?	1%	-3%	-1%	-2%	13%
34	COc1ccccc1C(=O)n1nc(-c2cccnc2)nc1N	31%[10 µM]	-7%	-3%	2%	0%	-3%	0%	1%
35	CCC(C)(C(=O)NC1CCCC1)N(C)C(=O)c1ccccn1 (stereo not given)	-62%[inhibitor]	-11%	-7%	3%	5%	-5%	-4%	-4%
36	CSc1nc2c(C)c(C)c(C)c(C)c2[nH]1	12%[10 µM]	-4%[9.22 µM]	.	8%	0%	-11%	-15%	-28%
37	Cc1ccc(C(=O)c2cc(C)sc2N)cc1	-4%[10 µM]	-19%[9.22 µM]	4%	-21%	1%	?	-23%	6%
38	CCCC(CCC)C(=O)NCCN1CCOCC1	15%[10 µM]	-8%	0%	0%	3%	0%	6%	14%
39	CCCCc1ccc(NC2=NCC(=O)N2CCc2ccccc2)cc1	2%[10 µM]	-15%[9.22 µM]	.	11%	3%	?	-26%	-18%
40	CC(C)OC(=O)C(C#N)c1nc2ccccc2nc1N1CCN(Cc2ccccc2)CC1 (stereo not given)	-33%	0%	-10%	-38%	3%	1%	3%	-4%
41	O=C(Nc1ccccc1-c1nc2ccccc2[nH]1)c1ccc(S(=O)(=O)N2CCCCC2)cc1	-28%	-6%	2%	41%[activator]	13µM*	6%	?	26%
42	COc1cc(/C=N/NC(=O)C(=O)NCC2CCCO2)ccc1OCC(=O)N1CCOCC1 (stereo not given)	-18%	-22%	11%	-8%	3%	-10%	-7%	-8%
43	CCn1nc(C)c(Br)c1-c1nc(CS(=O)(=O)c2ccc(F)cc2)no1	22%[10 µM]	23%[9.22 µM]	.	?	0%	-14%	-16%	-3%
44	O=C(Nc1cccc(-c2cn3cccnc3n2)c1)c1ccco1	-25%	19%	4%	?	-1%	-14%	-8%	?
45	N#C/C(=C/C=C/c1ccccc1)C(=O)Nc1ccccc1	-61%[inhibitor]	-25%	-39%[inhibitor]	?	-9%	?	-18%	?
46	O=C(O)CCC(=O)N1N=C(c2ccccc2)CC1c1ccc2nccnc2c1 (stereo not given)	21%[1.9 µM]	-9%	4%	1%	-2%	-8%	-1%	2%
47	COC(=O)c1cc(C(=O)OC)n(Cc2ccc(Br)cc2)n1	10%	23%	7%	8%	-5%	-14%	-12%	0%
48	O=C(O)CCCCOn1ccnc1	-5%	4%	18%	0%	1%	4%	8%	-9%
49	Cc1cc2nc(-c3ccc(OCc4ccccc4)cc3)cc(C(F)(F)F)n2n1	.	.	-2%	.	-5%	-9%	-3%	.
50	COCCn1nnnc1C(c1ccc2ncccc2c1)N1CCc2ccccc21 (stereo not given)	-17%[10 µM]	13%	-2%	?	0%	-13%	-12%	-3%
51	CC(C)(C)SCCNC(=O)/C=C/c1cccc([N+](=O)[O-])c1	2%[10 µM]	-7%	21%	14µM*	5%	-2%	-1%	4%
52	Cc1cccc(NC(=O)CSC2=Nc3ccccc3C3=NC(CC(=O)NCc4cccs4)C(=O)N23)c1 (stereo not given)	.	.	7%	.	5%	?	-25%	.
53	COc1ccccc1CCc1nnc(CCC(=O)NC(C)Cc2ccsc2)o1 (stereo not given)	-39%[inhibitor]	-2%	.	-5%	5%	-7%	6%	2%
54	COCCn1c(=O)[nH]c2cc(C(=O)NCCN3CCN(c4ccccc4)CC3)ccc2c1=O	-13%	-3%	-9%	?	0%	?	-11%	?
55	COC(=O)C1=C(C)NC(=O)CC1c1cc2c(cc1Br)OCO2 (stereo not given)	1%	-10%	16%	3%	3%	1%	3%	-2%
56	COc1ccc(C2C(CN3CCOCC3)C(=O)N2c2ccccc2)cc1 (stereo not given)	-16%	4%[9.22 µM]	-6%	-14%	-8%	1%	-2%	-1%
57	CCOc1ccc(Br)cc1S(=O)(=O)Nc1ccc(C(=O)Nc2ccc(C)cc2)cc1	-15%[0.074 µM]	-4%	?	16%	?	8%	-3%	3%
58	CC(=O)Nc1ccc(S(=O)(=O)NCC2CCC(C(=O)N3CCN(c4ccccn4)CC3)CC2)cc1 (stereo not given)	-9%	0%	-15%	-2%	-17%	-4%	-8%	?
59	CCCC[C@@H]1C[C@H]1[C@@H](NC(=O)c1cccs1)c1ccc(Cl)cc1	.	?	-58%[inhibitor]	-3%	2%	-14%	-15%	5%
60	O=C(/C=C/c1ccc(S(=O)(=O)NCc2ccco2)cc1)N1CCN(c2ccccc2)CC1	-17%	6%	-46%[inhibitor]	-7%	5%	-14%	-10%	0%

Two of the compounds above, with one line to a screen:
31) Cc1ccc(C)c(N2CCN(C(=O)COc3cc(=O)n(C)c4ccccc34)CC2)c1
32) CCCCc1ccc(NC(=O)COc2ccc(C(=O)Nc3ccccc3C)cc2)cc1

assay / entry	31	32
HTT ATP protect	-30%	-11%[10 µM]
HTT aggregate	-14%	8%
SMN2 splice up	-21%	2%
ALDH1A1 inh	6%	2%
Tau FP inhib	9%	4%
Tau fibril ThT	?	-11%
Tau fluor counter	-12%	-1%
KDM4E inh	-2%	18%

The list is partial; rates above refer to the full screens.
